# Screening data: PubChem BioAssay, several laboratories
# KCNK3 inh: human KCNK3 channel inhibitors, primary screen, CHO cells, FluxOR thallium flux, B-score; B-score at 10 µM; FluxOR fluorescence; stronger effect = lower value; actives 0.84% (n = 340,000); AID 602410, 2012;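 active means B-score under library mean minus 4 SD, starting fluorescence ratio at most library mean plus 5 SD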;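 further: more negative B-score means stronger inhibition of thallium flux through KCNK3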
# Target sequence (O14649 whole entry, looked up): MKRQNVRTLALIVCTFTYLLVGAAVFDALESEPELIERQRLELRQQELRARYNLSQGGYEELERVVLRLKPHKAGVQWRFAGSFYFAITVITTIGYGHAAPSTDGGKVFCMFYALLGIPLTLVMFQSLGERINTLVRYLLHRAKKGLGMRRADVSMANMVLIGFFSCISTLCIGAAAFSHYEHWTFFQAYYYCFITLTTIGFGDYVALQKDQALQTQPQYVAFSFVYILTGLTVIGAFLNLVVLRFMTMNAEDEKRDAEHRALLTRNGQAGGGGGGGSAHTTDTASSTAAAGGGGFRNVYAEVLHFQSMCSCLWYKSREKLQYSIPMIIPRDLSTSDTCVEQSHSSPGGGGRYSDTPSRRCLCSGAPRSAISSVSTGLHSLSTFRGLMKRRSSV
# Dyrk1A ADPGlo: rat Dyrk1A kinase inhibitors, primary screen, biochemical, single point, plate reader. inhibition, % at 12.5 µM. actives 0.43% (n = 310,000). AID 504441, 2011. ADP-Glo luminescence, NFATc1 peptide; in the data active means inhibition above about 50%;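 further: plate controls were vehicle with enzyme for no effect and no enzyme for full effect; many of its hits are not listed in these tables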
# An asterisk follows results filed as active; i = inactive. These rows are one share of the data. The share of hits here may be higher or lower than overall.
KCNK3 inh | Dyrk1A ADPGlo | canonical_smiles
i | -2 | CC1CN(S(=O)(=O)c2cccc(C(=O)N3CCC(C(N)=O)CC3)c2)CC(C)O1 (stereo not drawn)
i | 5 | COc1cccc(N2CCN(CC(=O)NC(=O)NC3CCCCC3)CC2)c1
i | 9 | C[C@H](NC(=O)c1ccc(Cl)c(S(=O)(=O)N2CCOCC2)c1)c1nc2ccccc2[nH]1
i | 2 | CCCOc1c(Br)cc(C(=O)OCc2cc(=O)n3ccsc3n2)cc1OC
i | -1 | O=C(CC1SC(N2CCOCC2)=NC1=O)Nc1ccccc1Cl (stereo not drawn)
i | 5 | Cc1cc2cc(CCNC(=O)CC(C)(C)C)c(=O)[nH]c2cc1C
i | 7 | Cn1c2ccccc2c(=O)c2cc(C#CC3=CCCCC3)ccc21
i | 0 | COC(=O)[C@]1(Cc2ccccc2)N[C@H](CN(C)S(=O)(=O)c2ccc(F)cc2)[C@@H]2C(=O)N(Cc3ccccc3)C(=O)[C@@H]21
i | 1 | O=C(c1ccccc1)c1ccccc1
i | 6 | Cc1noc(C)c1NC(=O)Nc1ccc2c(c1)CC(=O)N([C@@H](C)CO)C[C@@H](C)[C@@H](CN(C)C(=O)Nc1cccc3ccccc13)O2
i | 3 | CCN(CC(=O)Nc1ccccc1C(F)(F)F)C(=O)c1ccc2c(c1)NC(=O)CS2
i | 6 | CC(C)CC(=O)OC(C)(C)[C@@H]1Cc2c(ccc3ccc(=O)oc23)O1
i | -4 | CC(C)N1CCOC1c1ccccc1 (stereo not drawn)
i | -9 | Cc1ccc(C(=O)Cn2c(=N)n(CCN3CCOCC3)c3ccccc32)cc1
i | 51* | Cc1cccc(CNc2ncnc3ccc(-c4ccc5c(c4)OCO5)cc23)c1
i | -4 | C[C@H]1CN([C@@H](C)CO)C(=O)Cc2cc(NC(=O)Cn3cnnn3)ccc2O[C@H]1CN(C)Cc1ccncc1
i | 3 | COc1ccc(NC(=O)Nc2cc(C)ccn2)cc1
i | 2 | CN(C)c1nc(NNC(=O)c2ccccc2)nc(N(C)C)n1
i | -3 | CC(C)(C)OC(=O)N(CCc1ccccc1)Cc1cccc(OCc2cccc(NC(=O)/C=C/c3ccccc3)c2)c1
i | 7 | COc1ccccc1NC(=O)c1ccc(NC(=O)CN2CCCCC2)cc1
i | 6 | Oc1cc(NCc2ccc(F)cc2)cc2cccnc12
i | 15 | CCOC(=O)C1=C(Cc2ccc(OC)cc2)C(=O)c2ccccc2C1=O
i | 1 | CN(C(=O)CSc1nnc(-c2c[nH]c3ccccc23)n1C1CC1)C1CCS(=O)(=O)C1 (stereo not drawn)
i | 2 | Cc1cc(=O)oc2cc(NC(=O)c3cc(F)ccc3F)ccc12
i | 0 | COc1cccc(N=CNc2cccc(OC)c2)c1
i | 20 | O=S(=O)(NC1C2CC3CC(C2)CC1C3)c1ccc(F)cc1 (stereo not drawn)
i | 4 | O=C1[C@H](Oc2ccccc2)[C@@H](c2ccncc2)N1c1ccncc1
i | -8 | CCOC(=O)C1CCN(Cc2ccc(N(C)C)cc2)CC1
i | 1 | Oc1ccccc1/C=N/Nc1ccnc(SCc2ccccc2)n1
i | 0 | CC[C@]12c3[nH]c4ccccc4c3CCN1C(=O)C(CC(=O)NCc1cccc(C(F)(F)F)c1)C[C@@H]2C(=O)N1CCN(C(=O)c2ccco2)CC1 (stereo partly drawn)

# Single records, from the list above. Order of screens: KCNK3 inh	Dyrk1A ADPGlo
# COc1ccccc1NC(=O)c1ccc(NC(=O)CN2CCCCC2)cc1 across the screens: i	7
# CCOC(=O)C1CCN(Cc2ccc(N(C)C)cc2)CC1 across the screens: i	-8
# Cc1cc(=O)oc2cc(NC(=O)c3cc(F)ccc3F)ccc12 across the screens: i	2
# Cc1cc2cc(CCNC(=O)CC(C)(C)C)c(=O)[nH]c2cc1C across the screens: i	5

# The list continues.
KCNK3 inh | Dyrk1A ADPGlo | canonical_smiles
i | 2 | Cc1ccc(CN2C(=O)C(CC(C)C)Nc3ncnc(N4CCN(c5ccccc5)CC4)c32)cc1 (stereo not drawn)
i | 9 | C#CCOCCOCCOCCNc1nc(N2CCN(C(=O)C([C@@H](C)O)n3cc([C@@H](N)CCCCN)nn3)CC2)nc(N2CCN(C(=O)[C@H](CO)n3cc([C@@H](N)C(C)C)nn3)CC2)n1 (stereo partly drawn)
i | 5 | Cc1nnc(NC(=O)c2ccc(N3CCCC3=O)cc2)s1
i | -10 | CCOC(=O)Nc1cc(NC(=O)OCC)ncn1
i | 2 | O=C(CCNC(=O)c1ccc([N+](=O)[O-])cc1)Nc1ccc(Cl)c(S(=O)(=O)N2CCOCC2)c1
i | -2 | CCN(C(=O)COC(=O)C1=COCCO1)c1ccccc1
i | 4 | CCOC(=O)c1cccc(-c2c(-c3ccccc3)ncc3cc(OC)c(OC)cc23)c1
i | 4 | COc1ccc(S(=O)(=O)N2CCCCCC2)cc1NC(=O)Cc1n[nH]c(=O)c2ccccc12
i | 3 | O=c1cc(C2CCCCC2)[nH]c(=O)[nH]1
i | -9 | COc1ccc(OCC(=O)Nc2cc(S(=O)(=O)N3CCCC3)ccc2OCC(F)(F)F)cc1
i | 8 | COc1ccc(Nc2nc(C)c(-c3ccccc3)s2)cc1
i | 9 | CCCCN1CC(COCc2ccccc2)Oc2cccc(Oc3ccc(F)cc3)c2S1(=O)=O (stereo not drawn)
i | 7 | COc1ccc(-n2nnnc2SCC(=O)Nc2c(C)n[nH]c2C)cc1
i | 4 | COc1ccc(CCc2ccc3ccccc3n2)cc1
i | -2 | O=C(COC(=O)c1ccc2ccccc2n1)Nc1ccccc1Br
i | 26 | O=C(NC1CCCCC1)c1n[nH]c2c1CCCCC2
i | 8 | CC(=O)Nc1ccc(NC(=O)COC(=O)COc2ccc3ccccc3c2)cc1
i | -1 | NC(=O)c1cc([N+](=O)[O-])ccc1NCc1cccc([N+](=O)[O-])c1
i | 2 | COc1ccccc1-c1cc(C(F)(F)F)nc(S(=O)(=O)CCCC(=O)Nc2cccnc2Cl)n1
i | 8 | Cc1nc(Cl)sc1C(=O)Nc1cccc(C(F)(F)F)c1
i | 2 | Nc1c(N(Cc2ccco2)C(=O)COc2ccccc2Cl)c(=O)[nH]c(=O)n1Cc1ccccc1
i | 1 | C[C@H](CO)N1C[C@H](C)[C@@H](CN(C)C(=O)NC2CCCCC2)Oc2c(NS(=O)(=O)c3ccccc3)cccc2C1=O
i | 1 | COc1ccc(C(=O)N(C)C2CCCCC2)cc1S(=O)(=O)N1CCOCC1
i | -3 | O=C(c1cc2ccccc2o1)N1CCN(S(=O)(=O)c2ccc(F)c(F)c2F)CC1
i | 20 | COc1cccc(C(=O)O[C@H]2[C@H](Cc3ccccc3)NS(=O)(=O)[C@H]3C[C@@H]4C=C[C@]23O4)c1
i | -3 | O=Cc1nccc2ccccc12
i | -5 | Cc1noc(C)c1C(=O)N(CC(=O)Nc1ccc(Cl)c(C(F)(F)F)c1)Cc1ccco1
i | 7 | O=C(COC(=O)C1CCN(S(=O)(=O)c2cccs2)CC1)Nc1ccc(F)c(F)c1F
i | 7 | COC(=O)c1ccc(C(=O)OC)c(NC(=O)CSc2n[nH]c(N)n2)c1
i | 3 | Cc1cccc(COC(=O)CCCNC(=O)c2ccc(Cl)cc2)c1
i | 3 | CCN(c1ccccc1)S(=O)(=O)c1cc(C(=O)NCc2ccccn2)ccc1C
i | -4 | Cc1cc(C)c(NC(=O)CSCc2c(C)noc2C)c(C)c1
i | 4 | Nc1nc(N(Cc2ccccc2)Cc2ccccc2)nc(C(F)(F)F)n1
i | 2 | CC1(C)NC(=O)N(CC(=O)NNC(=O)c2ccccc2F)C1=O
i | 7 | Cn1c(CC(=O)NNC(=O)c2cccnc2)nc2ccccc21
i | 7 | Cc1ccc(NC(=O)C2=NNC(=O)CC2)cc1S(=O)(=O)Nc1ccc(SC(F)F)cc1
i | -3 | O=C(COC(=O)Cc1ccc(Br)cc1)NCc1ccc2c(c1)OCO2
i | 1 | COc1ccc(S(=O)(=O)N(C)C[C@H]2Oc3ccc(NC(=O)Cc4ccccc4)cc3C(=O)N([C@H](C)CO)C[C@@H]2C)cc1
i | -2 | CC1CCN(C(=O)c2cc(S(=O)(=O)N3CCOCC3)ccc2N2CCCC2)CC1
i | 1 | CCOC(=O)C1=CNS(=O)(=O)NC1c1ccc(C[C@H](NC(=O)CNC(=O)CCc2ccccc2)C(N)=O)cc1 (stereo partly drawn)
i | -2 | CCOc1ccc(NC(=O)CN(C)C(=O)c2cc([N+](=O)[O-])ccc2Sc2ccccc2)cc1OCC
i | 1 | CCCCCCCCCCCCCCCC(=O)NCCO
i | 3 | O=c1[nH]c(=O)c2cc3ccccc3nc2[nH]1
i | -4 | CCCCn1c(N)c(N(CC(C)C)C(=O)c2cccc(S(=O)(=O)N(CC)c3ccccc3)c2)c(=O)[nH]c1=O
i | 5 | C#CCOCCOCCOCCNc1nc(N2CCN(C(=O)Cn3cc(CCCCN)nn3)CC2)nc(N2CCN(C(=O)[C@H]([C@@H](C)CC)n3cc(CCCCN)nn3)CC2)n1
i | -2 | CCCCNC(=O)Cn1nc(C)c(S(=O)(=O)N2CCOCC2)c1C
i | 11 | Nc1cc(C(=O)OCC(=O)N2CCN(C(=O)COC(=O)c3ccc(Cl)c(N)c3)CC2)ccc1Cl
i | -5 | O=C(CN1C(=O)C(=O)N(C2CCCC2)C1=O)NCCc1ccc(F)cc1
i | 4 | COC(=O)[C@@]1(Cc2ccc(F)cc2)[C@H]2c3cc(C(=O)N(C)C)n(C[C@H](O)CO)c3C[C@H]2CN1C(=O)c1ccccc1
i | -14 | CC(C)C[C@@H](CN1C(N)=NC[C@@H]1C)NC(=O)CC12CC3CC(CC(C3)C1)C2
i | -11 | O=C(O)c1ccc(NC(C(=O)c2ccccc2)c2ccccc2)cc1 (stereo not drawn)
i | 6 | CN1C[C@@H]2[C@@H]3C(=O)N(C)C(=O)[C@@H]3[C@](C)(C1=O)N2C(=O)c1ccc(Cl)c(Cl)c1
i | 0 | C[C@@H]1CN([C@@H](C)CO)C(=O)c2cccc(NC(=O)C3CCCCC3)c2O[C@@H]1CN(C)Cc1ccc(Cl)c(Cl)c1
i | 0 | CN(C(=O)COC(=O)c1ccc(Cl)c(S(=O)(=O)N2CCCCCC2)c1)C1CCS(=O)(=O)C1 (stereo not drawn)
i | 4 | CC(OC(=O)c1ccc(Br)o1)C(=O)Nc1ccc2c(c1)OCCO2 (stereo not drawn)
i | -5 | O=C(Nc1ccccc1)OCCNC1CCCCC1
i | 4 | CN1CCC(N(C)C(=O)c2ccc(Cl)c(S(=O)(=O)N(C)c3ccc(Cl)cc3)c2)CC1
i | 3 | OC(C#Cc1ccccc1)(c1ccccc1)c1ccccc1
i | 5 | COc1ccc(C(=O)OCCCc2cc3ccccc3c(=O)o2)cc1
i | -5 | CCOc1ccccc1Nc1ccc(C(=O)O)cc1NC(C)=O

# Next part
KCNK3 inh | Dyrk1A ADPGlo | canonical_smiles
i | 13 | O=C1Nc2ccc([N+](=O)[O-])cc2C1=Nc1cccc(CO)c1
i | -3 | COc1cc(Cl)c(C)cc1NC(=O)CN1C(=O)C2CCCCC2C1=O (stereo not drawn)
i | 7 | C[C@H](CO)N1C[C@H](C)[C@@H](CN(C)S(=O)(=O)c2ccc(F)cc2)Oc2c(NC(=O)Nc3ccc(C(F)(F)F)cc3)cccc2C1=O
i | 8 | N#Cc1ccccc1NCC(=O)N1CCN(S(=O)(=O)c2ccccc2)CC1
i | -9 | O=C1c2ccccc2/C(=C\c2ccc(Br)s2)N1c1ccccc1
i | 0 | O=C(NNC(=O)c1ccc(Cl)nc1)c1ccc(Br)cc1
i | 4 | Cc1ccc(OCC(=O)N(Cc2nnc(-c3ccccc3Cl)o2)C2CC2)cc1C
i | 5 | COc1ccc(C=NNC(=O)CCCCC(=O)NN=Cc2ccc(OC)cc2)cc1
i | -1 | CCN(C[C@H]1N[C@@](CC)(C(=O)OC)[C@H]2C(=O)N(C)C(=O)[C@@H]12)S(=O)(=O)c1ccc(F)cc1
i | 3 | Nc1ccc(S(=O)(=O)c2cc(O)c3ccccc3c2O)cc1
i | -3 | Cc1cccc(OCCNC(=O)CCNS(=O)(=O)c2ccc3ccccc3c2)c1
i | -1 | CCCc1cc(=O)[nH]c(SC(C)C(=O)N2c3ccccc3CC2C)n1 (stereo not drawn)
i | 0 | CCOc1ccc(C(C)=O)cc1COC(=O)c1ccc2c(c1)NC(=O)CS2
i | -4 | Cc1cccc(N2CCN(C(=O)C3CC(=O)N(c4ccc5c(c4)OCCO5)C3)CC2C)c1 (stereo not drawn)
i | 5 | COc1ccccc1N1CCN(C(=O)c2cc(S(=O)(=O)N3CCCCC3)ccc2C)CC1
i | 4 | COc1ccc(OCCCC(=O)Nc2cc(S(=O)(=O)N3CCCCC3)ccc2C)cc1
i | -4 | COc1ccc(S(=O)(=O)N(C)C[C@H]2Oc3c(NC(=O)NC(C)C)cccc3C(=O)N([C@H](C)CO)C[C@@H]2C)cc1
i | 7 | C#CCOCCOCCOCCNc1nc(N2CCOCC2)nc(N2CCN(C(=O)[C@H](Cc3ccc(O)cc3)n3cc(CCO)nn3)CC2)n1
i | 5 | N#Cc1ccccc1OCc1cn(CC(=O)c2ccc(O)cc2)nn1
i | 10 | CC(C)NC(=O)NC(=O)COC(=O)c1ccc(S(=O)(=O)NCc2ccco2)cc1
i | 8 | COc1ccccc1NS(=O)(=O)c1ccc(C(=O)NCC(c2cccs2)N2CCOCC2)cc1 (stereo not drawn)
i | 11 | Oc1c(CN2CCCC2)cc(COCc2ccccc2)c2cccnc12

# Looked up above:
# Nc1c(N(Cc2ccco2)C(=O)COc2ccccc2Cl)c(=O)[nH]c(=O)n1Cc1ccccc1 in Dyrk1A ADPGlo: 2
# Oc1ccccc1/C=N/Nc1ccnc(SCc2ccccc2)n1 in Dyrk1A ADPGlo: 1
# CC(C)NC(=O)NC(=O)COC(=O)c1ccc(S(=O)(=O)NCc2ccco2)cc1 in Dyrk1A ADPGlo: 10
# CN(C(=O)CSc1nnc(-c2c[nH]c3ccccc23)n1C1CC1)C1CCS(=O)(=O)C1 (stereo not drawn) in Dyrk1A ADPGlo: 1
# Oc1c(CN2CCCC2)cc(COCc2ccccc2)c2cccnc12 in Dyrk1A ADPGlo: 11
